Compound activity (PubChem BioAssay)
VLA-4 inh: inhibition in a human VLA-4 binding assay | AID 2557 | inhibition, % (about 7 µM as worked out from the volumes in the protocol) | actives 0.2% (n = 330,000) | VLA-4 expressing cells, ligand binding flow cytometry | P13612; in the data active means inhibition above about 50%
CIT2-GFP yeast: alters CIT2-GFP fluorescence in TOR pathway yeast screen | S. cerevisiae CIT2-GFP strain, flow cytometry, 3 h; 100 means same as DMSO wells | GFP response vs DMSO, % at 10 µM | actives 0.065% (n = 320,000) | AID 2029;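 active means GFP response relative to DMSO above a set limit, near the screen mean plus 3 SD, cut at about 150% in these data; inconclusive means Fewer than 70 cells measured for a yeast strain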;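 further: ratio of well median GFP fluorescence to mean of DMSO wells on the plate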
GASC-1 inh: inhibitors of human GASC-1 (JMJD2C) demethylase; actives 0.069% (n = 330,000); inhibition, % at 2.35 µM; GST-JMJD2C(1-420) H3K9me3 demethylation, DELFIA europium; Q9H3R0;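 active means more than half of a compound's replicate wells show inhibition beyond 50%, single wells judged on their own value; inconclusive means some, but no more than half, of replicates pass 50% inhibition; inactive means no replicate passes 50% inhibition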;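 further: signal counts dimethyl H3K9 product captured on neutravidin plate; 0% = median of DMSO wells and 100% = 0.3 times that DMSO median; strong numbers were not always called active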
LAP4 TOR yeast: alters LAP4-GFP fluorescence in TOR pathway yeast screen; S. cerevisiae LAP4-GFP multiplex, flow cytometry GFP, 3 h; median GFP as percent of DMSO wells; GFP response vs DMSO, % at 10 µM; actives 0.34% (n = 320,000); AID 2023;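 active means GFP response vs DMSO above a set limit, about the screen mean plus 3 SD, cut at about 150% in these data; inconclusive means under 70 cell events counted for the yeast strain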
RPL19A TOR yeast: alters RPL19A-GFP fluorescence in TOR pathway yeast screen; S. cerevisiae RPL19A-GFP strain, flow cytometry, 3 h; hits give low values; percent response vs DMSO, % at 10 µM; actives 0.3% (n = 330,000); AID 2025;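 active means percent response vs DMSO below 50%; inconclusive means fewer than 70 events counted for the yeast strain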;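 further: median channel GFP fluorescence of the barcoded RPL19A-GFP strain; ratio of sample median GFP to plate DMSO average so 100% = DMSO; lower means less RPL19A-GFP as with rapamycin TOR inhibition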
MEP2-GFP yeast: yeast TOR pathway MEP2-GFP modulation; S. cerevisiae MEP2-GFP strain, flow cytometry GFP, 3 h; 100% = DMSO control level; GFP response vs DMSO, % at 10 µM; actives 0.51% (n = 330,000);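 active means GFP response versus DMSO above a set limit, roughly screen mean plus 3 SD, cut at about 180% in these data; inconclusive means fewer than 70 cells counted for a yeast strain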;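 further: median GFP fluorescence of the barcode-gated MEP2-GFP cells per well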
AGP1-GFP MLPCN: alters AGP1-GFP fluorescence in TOR pathway yeast screen; S. cerevisiae AGP1-GFP multiplex flow cytometry, 3 h; GFP as percent of DMSO wells; GFP response vs DMSO, % at 10 µM; actives 0.02% (n = 320,000); AID 2066;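 active means GFP response relative to DMSO above a set limit, near screen average plus 3 SD, cut at about 150% in these data; inconclusive means fewer than 70 cells counted for the yeast strain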;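 further: median GFP channel fluorescence of the gated AGP1 strain per well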
GRK2 aptamer HTS: blocks RNA aptamer binding to human GRK2; P25098; bead flow cytometry, FAM-aptamer displacement from GRK2; inhibition of aptamer binding, % at 10 µM; actives 0.59% (n = 330,000);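 active means inhibition of aptamer binding above 40%, roughly 3 SD of noise, on plates passing a quality check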;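 further: median bead fluorescence of bound FAM aptamer so fluorescent compounds give negative values; no value below 0 was filed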
Target sequence (P25098 whole entry, looked up): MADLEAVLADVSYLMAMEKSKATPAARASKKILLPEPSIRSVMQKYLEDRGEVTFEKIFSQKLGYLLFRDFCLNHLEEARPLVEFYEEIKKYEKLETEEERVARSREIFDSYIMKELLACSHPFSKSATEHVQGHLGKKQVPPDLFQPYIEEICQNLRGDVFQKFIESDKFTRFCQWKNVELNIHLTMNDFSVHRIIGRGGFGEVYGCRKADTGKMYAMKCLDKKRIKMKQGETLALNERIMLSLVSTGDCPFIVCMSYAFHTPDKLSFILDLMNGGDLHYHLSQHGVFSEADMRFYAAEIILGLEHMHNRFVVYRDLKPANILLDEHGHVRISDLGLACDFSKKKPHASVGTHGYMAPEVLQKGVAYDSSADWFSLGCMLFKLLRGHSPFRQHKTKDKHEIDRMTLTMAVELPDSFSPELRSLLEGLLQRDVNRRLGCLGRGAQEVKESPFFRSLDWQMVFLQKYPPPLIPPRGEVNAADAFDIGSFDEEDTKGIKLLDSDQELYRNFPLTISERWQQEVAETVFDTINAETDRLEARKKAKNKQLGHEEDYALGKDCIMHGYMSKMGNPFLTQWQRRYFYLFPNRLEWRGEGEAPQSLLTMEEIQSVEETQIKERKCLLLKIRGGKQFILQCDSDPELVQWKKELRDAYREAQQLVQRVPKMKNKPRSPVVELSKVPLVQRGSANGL
* hit, by the source's call; ? = inconclusive; nt = not tested or not shown; [ ] = remark or other dose.

SMILES	VLA-4 inh	RPL19A TOR yeast	GRK2 aptamer HTS	LAP4 TOR yeast	MEP2-GFP yeast	CIT2-GFP yeast	GASC-1 inh	AGP1-GFP MLPCN
CC(C)Sc1nc(N)nc(-c2cccs2)c1C#N	16	102	0	91	106	113	3	104
CCCCCCC(=O)Nc1ccc(C(=O)N2CCCC2)cc1	-4	100	2	105	106	105	5	105
COc1ccc(C(=O)N/N=C(\C)CC(=O)Nc2ccc(N(C)C)cc2)c(OC)c1	4	109	0	91	109	111	21	103
CCOC(=O)c1ccc(N/C=C2\CCCCC2=O)cc1	0	109	0	122	110	108	4	nt
COc1cccc(CC2(CO)CCCN(S(=O)(=O)N(C)C)C2)c1 (stereo not drawn)	6	95	0	90	88	96	-8	95
N#CCc1c(C#N)c(N)nc(N2CCN(C=O)CC2)c1C#N	-10	96	2	93	98	101	-17	101
CCOC(=O)c1cc(NC(=O)N(CC)CC)c(C)nc1C	6	94	1	97	99	95	0	98
COc1ccccc1CNCc1ccc(OC)c2ccccc12	13	100	0	97	103	98	5	97
CCn1c(CSc2nnc(-c3ccncc3)n2C)nc2cc(C(=O)O)ccc21	1	98	0	109	102	92	1	101
O=C(COc1ccc(S(=O)(=O)NCc2ccccc2)cc1Cl)NCc1ccncc1	8	107	1	101	104	105	2	105
Nc1ccc(CN2CCOCC2)cc1	1	97	1	94	93	98	8	97
CC(=O)NC(Cc1c[nH]c2ccccc12)C(=O)OCC(=O)Nc1ccc2c(c1)OCO2 (stereo not drawn)	-1	96	0	99	98	95	27	99
CN(CCC1CCOCC1)C(=O)CC1C(=O)NCCN1Cc1ccccc1F (stereo not drawn)	-13	105	1	78	99	101	28	94
O=C(CSc1nnc(CNC(=O)c2c(F)cccc2Cl)o1)NC1CCCC1	0	95	1	87	99	89	-3	94
COc1ccccc1CNC(=O)C1CC(c2ccccc2C(F)(F)F)=NO1 (stereo not drawn)	-19	100	0	115	95	106	0	92
CCN(CC(=O)Nc1cc(Cl)ccc1C)C(=O)CSCc1c(C)noc1C	-3	96	0	102	97	103	-3	113
CC(=O)Nc1cccc(NC(=O)c2ccc(C)c([N+](=O)[O-])c2)c1	14	104	0	96	105	102	-1	101
COc1ccccc1C(CNC(=O)c1cccc(S(=O)(=O)Nc2ccc(C)cc2)c1)N(C)C (stereo not drawn)	-3	104[may fluoresce green]	0	96[may fluoresce green]	104[may fluoresce green]	100[may fluoresce green]	-1	101[may fluoresce green]
CC(=O)Oc1cccc(N2C(=O)c3ccccc3C2=O)c1	1	102	13	87	100	105	5	97
CCOC(=O)/C(C)=N/NC(=O)c1cccc([N+](=O)[O-])c1	-2	111	0	98	104	103	9	108
CC1CC(C)CN(C(=O)COC(=O)c2ccc(S(=O)(=O)N(C)c3ccccc3)cc2)C1 (stereo not drawn)	0	95	0	90	87	89	-14	85
CC(C)C(=O)NC(c1ccc([N+](=O)[O-])cc1)c1c(O)ccc2ccccc12 (stereo not drawn)	-12	106	2	112	110	112	10	110
CC(C)OC(=O)c1ccccc1C(=O)c1ccc(N)c([N+](=O)[O-])c1	-1	94	0	97	102	89	30	96
COc1ccc(Oc2cn[nH]c2-c2ccc(O)cc2O)cc1	-1	96	6	98	99	103	-24	99
CC1=CC2=NC(=O)CC(C)(C(=O)N(CC(=O)NC3CCCC3)Cc3ccccc3)N2C=C1 (stereo not drawn)	9	97	3	100	103	99	-4	101
CN1C(=O)[C@H]2[C@@H](C3CC3)N3C(=O)CN(Cc4ccc(-c5ccccc5)cc4)C(=O)[C@@]3(C)[C@H]2C1=O	3	100	0	127	95	111	0	92
Cc1cccc(NC(=O)c2cc(-c3ccco3)nc3ccccc23)n1	-14	99	6	121	99	95	9	99
CCn1ncc(NC(=S)NCCc2ccccc2)c1C(N)=O	10	104	3	109	118	107	-6	103
COc1cccc2c(C)c(C(=O)O)[nH]c12	16	90[may fluoresce violet]	5	89[may fluoresce violet]	114[may fluoresce violet]	?	-4	16[may fluoresce violet]
O=C1CC(Cc2ccccc2)C(=O)N1c1ncccn1 (stereo not drawn)	11	93	3	101	107	95	5	101
COc1ccc(CCNC(=O)c2nn(C)cc2Cl)cc1	7	101	4	96	104	93	-6	100
CC1Cc2ccccc2N1C(=O)CN1CCN(S(=O)(=O)c2cccs2)CC1 (stereo not drawn)	17	98	2	103	104	93	-3	100
COC(=O)N1C(=O)[C@](c2ccc(Cl)cc2)(C(C)C)N1C(=O)OC	22	99	3	137	92	114	-3	87
CCC(CC)C(=O)Nc1cc(C)cc(C)c1	-9	106	1	101	112	104	8	103
CC(C)(C#N)c1cc(Cn2cncn2)cc(C(C)(C)C#N)c1	6	101	0	106	98	106	-16	101
CCc1nnc(NC(=O)CSc2nnc(COc3ccc(C#N)cc3)n2-c2ccccc2)s1	6	97	0	105	103	101	-14	101
Cc1ccc(OCC(=O)OCC(=O)c2ccccc2)cc1C	28	109	3	101	100	113	-48	106
N#C/C(=C/c1cn[nH]c1-c1cccc(Br)c1)C(=O)O	21	99	0	111	99	115	8	112
NC(=O)C1=C[C@H](C2CCCCC2)C[C@H](OCc2ccc(CO)cc2)O1	1	102	2	103	104	101	2	103
CCOc1ccccc1C(=O)N(Cc1ccccc1)Cc1cc2cc3c(cc2[nH]c1=O)OCCO3	-18	112	0	75	97	85	7	86
CCC(=O)Nc1ccc(C(=O)NNC(=O)C(c2ccccc2)c2ccccc2)cc1	24	106	0	93	104	105	-7	102
CCOC(=O)c1ccc2nc(C(F)(F)F)[nH]c(=O)c2c1	7	97	0	94	108	99	5	93
Cc1cc(-c2cccc(Br)c2)c(C#N)c(N)n1	2	89	0	84	97	93	5	86
CN(C)S(=O)(=O)c1cccc(C(=O)Nc2cccnc2)c1	11	100	0	101	103	96	-2	101
CCOC(=O)c1cnn(-c2sc(C(=O)OCC)c(C)c2C(=O)OCC)c1N	16	95	12	108	98	95	-14	101
Cc1cc(C2C(=O)c3ccccc3C2=O)c(C)c(C)c1C	10	103	1	123	92	75	3	68
CNc1ncc(-c2nnnn2-c2ccccc2)c(-c2ccccc2)n1	-1	100	2	108	97	93	0	98
CCCCc1ccc(NC(=O)CSc2nc3ncccc3[nH]2)cc1	12	101	1	93	99	99	-3	99
Cc1cc(OC(=O)c2cccc(C(F)(F)F)c2)c([N+](=O)[O-])c(=O)[nH]1	43	99	3	120	93	92	-14	98
CCOC(=O)CSc1nnc(-c2ccccc2)o1	-6	99	3	113	121	109	12	nt

Additional results follow:
SMILES	VLA-4 inh	RPL19A TOR yeast	GRK2 aptamer HTS	LAP4 TOR yeast	MEP2-GFP yeast	CIT2-GFP yeast	GASC-1 inh	AGP1-GFP MLPCN
COc1ccc(C(=O)C(OC(=O)c2ccccc2Cl)c2ccccc2)cc1 (stereo not drawn)	-5	100	0	85	98	91	0	90
O=C(N/N=C/c1ccoc1)c1ccc(Cl)cc1	3	103	2	104	104	100	-5	105
CC(C(=O)NC1(C#N)CCCCC1)N(C)CC(=O)Nc1ccc(Cl)c(Cl)c1 (stereo not drawn)	21	106	6	114	105	101	1	104
Cc1[nH]c2ccc3ccccc3c2c(=O)c1C/C=C/Cl	12	104	5	94	105	106	8	102
Cn1cccc1/C=N/N1CCN(Cc2ccc(Cl)cc2)CC1	0	97	0	119	103	103	-11	121
Cc1ccc(OC(=O)c2c(C)nn(-c3ccccc3)c2C)cc1	14	103	0	121	103	99	-9	107
Cc1cc(C)cc(NC(=O)CC2NCCNC2=O)c1 (stereo not drawn)	8	111	4	110	108	103	1	106
COc1ccc(CCNC(=O)[C@H](C)NC(=O)[C@@H]2CSC3c4ccccc4C(=O)N32)cc1 (stereo partly drawn)	13	99	0	97	102	103	-14	105
COC(=O)C(C)Oc1ccc(=O)[nH]n1 (stereo not drawn)	2	103	0	106	108	99	8	97
CCCCNC(=O)c1onc(CSc2cc(C)ccc2C)c1C(=O)O	-5	100	0	107	92	96	12	88
O=C1/C(=C\c2ccco2)SC(=S)N1C1CCCCC1	-6	109	5	96	106	111	12	101
CC(/C=C1\SC(=S)N(NC(=O)c2ccc(O)cc2)C1=O)=C\c1ccccc1	26	101	1	94	96	94	2	97
CCCCn1nc(C(=O)Nc2ccc3c(c2)OCO3)c2ccccc2c1=O	-3	99	2	98	96	102	9	103
CCOc1ccccc1C(=O)N1CCOCC1	3	101	0	98	99	97	-18	105
COc1ccc(OC)c(-c2nnc(SCC(=O)N3CCOCC3)o2)c1	13	98	2	97	111	95	-1	100
CC(C)CCN1C(=O)c2ccc(C(=O)Nc3c[nH]c(=O)[nH]c3=O)cc2C1=O	-11	99	1	98	98	105	-14	99
O=C(O)c1cccc(Nc2nc(-c3cccnc3)nc3ccccc23)c1	-1	100	1	85	97	98	-2	95
CCN(CC)C(=O)Cn1cc(C(=O)C(=O)NCCCN2CCCCC2)c2ccccc21	3	93	0	77	85	84	1	84
Cc1nnc(NC(=O)CCn2c(=O)oc3ccccc32)s1	-4	100	0	88	99	99	8	104
